Compound activity deposited in PubChem BioAssay by several laboratories.
DSG3 Ab inh – inhibitors of pemphigus antibody binding to human desmoglein-3. P32926. DSG3-coupled beads, scFv-anti-DSG3-GFP binding, flow cytometry; hits give low values. binding (percent of control), % at 10 µM. actives 0.48% (n = 310,000);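 active = binding more than 3 SD below its plate's average and above zero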;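 also: hits lower antibody fragment binding to DSG3; some compounds called inactive have numbers as strong as hits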
PfHsp90 set2 – inhibits growth of yeast expressing Plasmodium falciparum Hsp90 | AID 504621 | actives 0.32% (n = 310,000) | S. cerevisiae expressing PfHsp90, BacTiter-Glo ATP, 48 h; yeast lacking PDR1 and PDR3 efflux regulators | inhibition, % at 9.4 µM;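 active = every replicate shows inhibition above about 80%, whatever the replicate mean, limit read from the data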;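 also: 0% = DMSO neutral controls and 100% = 20 µM radicicol positive controls; yeast relying on Plasmodium falciparum Hsp90 in place of its own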
OPRM1-OPRD1 inv – inverse agonists of human mu-delta opioid receptor heterodimerization. AID 504357. P35372+P41143. cell-based MOR-DOR heterodimer luminescence, inverse agonism. inhibition, % at 9.3 µM. actives 0.21% (n = 340,000); in the data active = inhibition above about 22%, passing the limit was not always enough;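 also: 0% = cells with DMSO and 100% = wells without cells with DMSO; values of inactives mirror those of a sister screen read the other way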
Target sequence (P35372 whole entry, looked up): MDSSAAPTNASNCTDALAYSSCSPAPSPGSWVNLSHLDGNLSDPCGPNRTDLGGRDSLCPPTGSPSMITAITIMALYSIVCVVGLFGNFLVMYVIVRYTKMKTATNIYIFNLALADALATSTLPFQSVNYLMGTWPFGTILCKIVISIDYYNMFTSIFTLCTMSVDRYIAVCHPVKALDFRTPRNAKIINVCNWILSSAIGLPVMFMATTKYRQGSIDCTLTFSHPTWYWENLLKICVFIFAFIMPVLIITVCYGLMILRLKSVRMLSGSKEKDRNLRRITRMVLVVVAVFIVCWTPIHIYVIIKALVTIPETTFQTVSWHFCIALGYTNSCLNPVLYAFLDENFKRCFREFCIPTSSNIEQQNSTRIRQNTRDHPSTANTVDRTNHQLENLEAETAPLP
Target sequence (P41143 whole entry, looked up): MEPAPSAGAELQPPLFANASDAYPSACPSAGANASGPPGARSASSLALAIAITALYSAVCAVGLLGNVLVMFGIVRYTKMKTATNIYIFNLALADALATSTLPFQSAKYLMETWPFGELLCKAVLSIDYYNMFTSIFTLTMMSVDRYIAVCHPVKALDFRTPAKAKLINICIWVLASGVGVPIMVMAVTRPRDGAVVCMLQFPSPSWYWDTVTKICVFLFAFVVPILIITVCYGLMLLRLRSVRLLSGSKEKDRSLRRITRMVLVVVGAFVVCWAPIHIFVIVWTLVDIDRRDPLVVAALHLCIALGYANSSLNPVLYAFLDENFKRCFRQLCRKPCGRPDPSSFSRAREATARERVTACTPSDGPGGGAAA
phage Ecoli inh – E. coli growth loss with phage present; growth absorbance; inhibition, % at 11.9 µM; actives 0.26% (n = 360,000); AID 651602; in the data active = inhibition above about 11%
MOR-DOR ag – OPRM1-OPRD1 heterodimerization agonism | P35372+P41143 | cells, luminescence | activation, % at 9.3 µM | actives 0.3% (n = 340,000) | AID 504326; in the data active = activation above about 18%;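 also: 0% = vehicle-treated cells and 100% = reference agonist; values of inactives mirror those of a sister screen read the other way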
Arrestin-AP2 inh – blocks beta-arrestin peptide binding to AP2 adaptin. FITC-arrestin peptide / GST-AP2 beads, flow cytometry; AP2 beta2 appendage carries R879A mutation. inhibition, % at 10 µM. actives 0.31% (n = 340,000). AID 504490;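 active = inhibition above a set limit, near 3 SD of compounds lacking own fluorescence, cut at about 54% in these data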;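 also: plate controls were DMSO wells for no effect and 5 µM unlabelled arrestin peptide for full effect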
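Measured by: flow cytometry, FL1 (488/535 nm); Material: AP2 appendage R879A on GSH beads; Evaluation: percent response; Timing: pre-incubation 12 min, peptide binding 1 h, room temperature; Also added: 50 nM FITC-arrestin peptide; Medium: PBS with 0.05% Tween 20 and 0.1% BSA.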
PKA-R1A act – PKA-R1A complex activation; AID 504707; PKA-R1A dissociation, Cy5-IP20 fluorescence polarization; scaled: DMSO 0%, 113 µM cGMP 100%; activation, % at 11.4 µM; P00514+P68181; actives 0.083% (n = 340,000);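 active = percent activation above the mean of all tested compounds plus 3 SD, cut at about 19% in these data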;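 also: higher means more PKAc released from R1A so a rise in polarization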
Ecoli viability – bacterial growth inhibition, counter-screen for AddAB inhibitors | E. coli V3065 growth, OD600 absorbance, 18 h | inhibition, % at 11.9 µM | actives 0.27% (n = 330,000) | AID 449728;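 active = inhibition above the campaign's mean inhibition across all tested compounds plus 3 SD, cut at about 9.9% in these data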;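 also: uninfected addAB+ strain grown without phage in ampicillin broth; 0% = DMSO wells and 100% = ciprofloxacin 0.95 µg/ml wells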
SUMO Mot1 rescue – inhibitors of SUMOylation pathway: yeast Mot1-301 growth rescue. S. cerevisiae Mot1-301 growth rescue, ATP luminescence, 38.5C; percent above DMSO median, 100 means doubled. growth rescue, % at 18.8 µM. actives 1% (n = 320,000). AID 2716;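 active = every valid replicate shows activation above 250% relative to neutral control wells; inactive = the rest, any valid replicate at or below 250%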;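 also: OY570 slx delta 5 strain wells were the positive control but not used for scaling; some compounds called inactive have numbers as strong as hits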
AddAB inh – less growth of phage-infected E. coli with AddAB; E. coli expressing H. pylori AddAB, absorbance growth; inhibition, % at 11.9 µM; actives 0.29% (n = 330,000); in the data active = inhibition above about 12%;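 also: 0% = vehicle wells of infected cells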
Tat transport – E. coli Tat transport inhibition; E. coli MC4100 TorA-mCherry Tat export, fluorescence; inhibition, % at 10 µM; AID 488895; actives 0.036% (n = 340,000);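 active = mean replicate inhibition at least 50% and at least half of replicates individually reaching 50%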;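 also: exported cargo escapes ClpAP degradation while cytoplasmic cargo is degraded and loses fluorescence; 0% = median of neutral control wells and 100% = median of NaSCN control wells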
Starred values were filed as active, the others as inactive; . = not tested or not shown. Only part of the results is shown (hit frequency here may not be typical).

#1 COc1ccc(OC)c(-n2c(O)c(C=Nc3c(C)n(C)n(-c4ccccc4)c3=O)c(=O)[nH]c2=O)c1
#2 COc1cc(C(O)CNC(C)C)cc(F)c1OC (stereo unspecified)
#3 O=C(COc1ccccc1)N1CCN(CC2CC=CCC2)CC1 (stereo unspecified)
#4 O=C1/C(=C\c2ccc3c(c2)OCO3)N2CCC1CC2
#5 c1cc(C2N3CCCN2CC3)ccn1 (stereo unspecified)
#6 CN1CCc2nc(N)c(C#N)c(-c3ccccc3)c2C1
#7 O=C(NCCO)c1nsnc1NCCCl
#8 O=C1NC(=O)C2(Cc3ccccc3N3CCCC32)C(=O)N1 (stereo unspecified)
#9 CC1=CC(O)C(O)C2(C)C1CC1OC(=O)CC3C(C)C(O)C(=O)C2C13CO (stereo unspecified)
#10 COC(=O)C1=C(c2ccccc2OCc2ccccc2)C[C@@H]2CC[C@H]1N2C(=O)NCCc1ccc(F)cc1

entry no.,1,2,3,4,5,6,7,8,9,10
SUMO Mot1 rescue,35,10,271,-17,-3,6,7,-13,.,33
DSG3 Ab inh,93,100,114,99,101,86,100,104,92,99
PKA-R1A act,-2,15,-12,-10,1,1,10,1,-4,-5
PfHsp90 set2,14,30,8,3,3,-15,3,4,6,-17
OPRM1-OPRD1 inv,6,12,-1,11,15,1,9,8,17,3
phage Ecoli inh,4.7,2.5,3.6,.,-0.3,0.9,4.3,0.3,.,-0.5
Ecoli viability,0.5,0.5,-0.6,-0.5,1.2,0.7,-1.0,-1.7,.,0.4
Arrestin-AP2 inh,-3,7,2,-9,9,-1,58*,0,33,-1
Tat transport,4,1,3,4,4,2,-11,-4,6,-2
MOR-DOR ag,-0.9,-2.2,0.1,-2.0,-2.6,-0.1,-1.8,-1.6,-3.3,-0.6
AddAB inh,1.1,0.5,4.6,1.3,1.3,0.4,2.6,0.9,.,0.8

#11 CN(C)c1ccc(C=C2C(=O)NC(=S)NC2=O)cc1
#12 CCCCn1c(O)c(C=NCCN2CCCCC2)c(=O)[nH]c1=O
#13 COC(=O)C1=C(c2c(C)noc2C)C[C@@H]2CC[C@H]1N2C(=O)NCc1ccco1
#14 O=S(=O)(c1ccc(Cl)cc1)c1ccc(Cl)cc1
#15 CCOc1ccc([N+](=O)[O-])cc1CNCCc1ccccc1
#16 O=C(Nc1cccc(C(F)(F)F)c1)OC1CN2CCC1CC2 (stereo unspecified)
#17 O=c1c2ccccc2nc(/C=C/c2ccc(F)cc2)n1-c1ccccc1O
#18 N#CC1=C(N)Oc2c(c(=O)oc3ccccc23)C1c1ccc([N+](=O)[O-])o1 (stereo unspecified)
#19 CCOC(=O)C1(CCCc2ccccc2)CCN(C2CCCC2)CC1
#20 O=C1NC(=O)C(=Cc2ccc(OCCOc3ccc([N+](=O)[O-])cc3)cc2)C(=O)N1

entry no.,11,12,13,14,15,16,17,18,19,20
SUMO Mot1 rescue,.,-6,1,222,4,194,-5,17,28,-6
DSG3 Ab inh,89,101,100,103,102,90,90,100,99,100
PKA-R1A act,6,-2,0,-9,6,2,-5,-7,0,-1
PfHsp90 set2,.,8,5,-8,-8,-1,-3,12,-4,-11
OPRM1-OPRD1 inv,13,12,7,-9,-2,4,-52,-5,11,-7
phage Ecoli inh,1.8,3.5,3.5,1.7,3.1,3.6,1.4,3.6,4.5,3.8
Ecoli viability,.,-0.7,-1.2,2.7,-1.3,0.2,0.3,1.3,-0.4,0.4
Arrestin-AP2 inh,-8,24,3,5,17,8,31,-2,25,16
Tat transport,-6,-15,-11,-1,7,15,0,-4,-4,-8
MOR-DOR ag,-2.4,-2.1,-1.2,1.8,0.3,-0.8,10,0.8,-2.0,1.3
AddAB inh,.,-0.3,-0.1,-0.7,2.7,0.8,-1.3,0.3,6.1,1.8

Quoted from above: compounds 12 to 18
#12 CCCCn1c(O)c(C=NCCN2CCCCC2)c(=O)[nH]c1=O
#13 COC(=O)C1=C(c2c(C)noc2C)C[C@@H]2CC[C@H]1N2C(=O)NCc1ccco1
#14 O=S(=O)(c1ccc(Cl)cc1)c1ccc(Cl)cc1
#15 CCOc1ccc([N+](=O)[O-])cc1CNCCc1ccccc1
#16 O=C(Nc1cccc(C(F)(F)F)c1)OC1CN2CCC1CC2 (stereo unspecified)
#17 O=c1c2ccccc2nc(/C=C/c2ccc(F)cc2)n1-c1ccccc1O
#18 N#CC1=C(N)Oc2c(c(=O)oc3ccccc23)C1c1ccc([N+](=O)[O-])o1 (stereo unspecified)

entry no.,12,13,14,15,16,17,18
SUMO Mot1 rescue,-6,1,222,4,194,-5,17
DSG3 Ab inh,101,100,103,102,90,90,100
PKA-R1A act,-2,0,-9,6,2,-5,-7
PfHsp90 set2,8,5,-8,-8,-1,-3,12
OPRM1-OPRD1 inv,12,7,-9,-2,4,-52,-5
phage Ecoli inh,3.5,3.5,1.7,3.1,3.6,1.4,3.6
Ecoli viability,-0.7,-1.2,2.7,-1.3,0.2,0.3,1.3
Arrestin-AP2 inh,24,3,5,17,8,31,-2
Tat transport,-15,-11,-1,7,15,0,-4
MOR-DOR ag,-2.1,-1.2,1.8,0.3,-0.8,10,0.8
AddAB inh,-0.3,-0.1,-0.7,2.7,0.8,-1.3,0.3

The listing continues.
#21 C=CCC1(CN2CCCCCC2=O)C(=O)NC(=O)NC1=O
#22 CCOC(=O)C(=CNc1ccc(C(O)(C(=O)OCC)C(F)(F)F)cc1C)C(=O)OCC (stereo unspecified)
#23 CC(C)CN(CC(C)C)C(=O)C1C2c3ccccc3C(c3ccccc32)C1C(=O)O (stereo unspecified)
#24 Cc1cc(NC(=O)C(Cl)(Cl)Cl)no1
#25 COc1ccccc1N1C(=O)NC(=O)/C(=C\c2cnn(-c3ccccc3)c2)C1=O
#26 CC(C)C(NC(=O)C(C(C)C)N(C)C)C(=O)N(C)C(C(=O)N1CCCC1C(=O)N1CCCC1C(=O)NCc1ccccc1)C(C)C (stereo unspecified)
#27 CC1(C)CN=C(NCc2ccccc2)S1
#28 CCN1C(=O)N(CC)C(=O)C2(Cc3ccccc3N3CCN(c4ccccc4)CC32)C1=O (stereo unspecified)
#29 C=C1C(C)C2C(Cc3ccccc3)NC(=O)C23C(OC(C)=O)C=CC(C)(O)CC(C)CC=CC3C1O (stereo unspecified)
#30 CCN1C[C@]2(C)CC[C@H](O)[C@]34C1[C@H](C[C@H]23)[C@@]1(O)C[C@H](OC)[C@H]2C[C@@H]4[C@@H]1C2O (stereo partly specified)

entry no.,21,22,23,24,25,26,27,28,29,30
SUMO Mot1 rescue,3,-3,.,-6,5,.,30,-18,.,10
DSG3 Ab inh,98,114,106,102,92,97,122,108,94,121
PKA-R1A act,-4,-7,-15,5,1,2,2,.,-2,-6
PfHsp90 set2,14,15,-1,12,20,-30,2,.,7,20
OPRM1-OPRD1 inv,13,-52,2,7,9,8,7,.,12,4
phage Ecoli inh,2.0,2.9,2.3,0.3,3.2,2.0,1.0,-1.0,2.2,4.5
Ecoli viability,2.5,-0.8,.,0.9,-3.6,.,0.6,-3.3,.,-1.0
Arrestin-AP2 inh,-1,5,17,13,-2,-1,-16,-12,10,2
Tat transport,5,4,-11,0,-2,18,-6,.,2,3
MOR-DOR ag,-2.3,9.4,-0.4,-1.3,-1.9,-1.6,-1.4,.,-2.3,-0.7
AddAB inh,3.2,4.2,.,1.9,1.4,.,1.4,1.8,.,4.3

#31 COC(=O)C(O)(c1ccc(NC(=O)NC2CCCCC2)cc1)C(F)(F)F (stereo unspecified)
#32 CCNCC(O)c1cccc(O)c1 (stereo unspecified)
#33 CCOP(=O)(OCC)C(O)c1ccccc1 (stereo unspecified)
#34 CCc1c(C)nc(N)nc1N1N=C1SCCOc1ccccc1
#35 COC1=CC(=O)O[C@@H](/C=C/c2ccccc2)C1
#36 CCOC(=O)C1CCN(/C=C2/C(=O)NC(=O)N(c3cccc(C)c3C)C2=O)CC1
#37 Cc1nc2ccc(Cl)cc2c(-c2ccccc2)c1C(=O)O
#38 COC(=O)C1=C(c2ccc(F)cc2OCc2ccccc2)C[C@@H]2CC[C@H]1N2C(=O)N1CCOCC1
#39 CCOC(=O)CC1=C(C(=O)OCC)C2(C(=O)Nc3ccccc32)C(C#N)=C(N)O1 (stereo unspecified)
#40 Clc1ccc(C(c2ccccc2)c2ncc[nH]2)cc1 (stereo unspecified)

entry no.,31,32,33,34,35,36,37,38,39,40
SUMO Mot1 rescue,0,57,-9,13,1,-26,.,10,-14,38
DSG3 Ab inh,97,104,110,115,122,93,81,95,.,98
PKA-R1A act,-4,-3,4,-7,10,7,-4,-1,-4,3
PfHsp90 set2,13,13,-3,.,20,-2,8,10,8,-26
OPRM1-OPRD1 inv,0,1,4,3,7,7,10,22,-28,15
phage Ecoli inh,2.0,2.9,2.5,1.4,4.2,5.9,3.8,1.9,1.6,3.8
Ecoli viability,-0.9,0.1,-2.3,2.4,-1.1,-1.3,3.0,-1.5,-1.1,1.0
Arrestin-AP2 inh,7,-4,11,-10,4,-9,2,-2,-12,13
Tat transport,4,-3,1,-3,-2,5,-7,11,2,-8
MOR-DOR ag,0.1,-0.2,-0.8,-0.6,-1.3,-1.0,-1.5,-4.8,4.6,-2.9
AddAB inh,3.1,1.1,0.1,0.7,-3.6,-1.1,2.0,0.3,1.6,4.1

#41 COc1ccc2cc(C(=O)C3CCCN(C4CCOCC4)C3)ccc2c1 (stereo unspecified)
#42 OC(CNC1CCCCC1)c1ccccc1 (stereo unspecified)
#43 C/C(=N\N1CCN(C)CC1)c1c(O)n(Cc2ccccc2)c(=O)[nH]c1=O
#44 CCSP1(=S)N=C(N2CCOCC2)C(C#N)=C2CCCN21 (stereo unspecified)
#45 O=C(COC(=O)Cc1ccccc1)Nc1nnc(-c2ccccc2)o1
#46 COc1ccc(-n2c(O)c(/C=C3\C=Nc4ccc(Br)cc43)c(=O)[nH]c2=O)c(OC)c1
#47 O=[N+]([O-])c1ccc2c(c1)Cc1cc(O)ccc1-2

entry no.,41,42,43,44,45,46,47
SUMO Mot1 rescue,20,-18,-13,-15,150,-10,.
DSG3 Ab inh,108,107,99,99,102,98,89
PKA-R1A act,5,-8,-4,4,5,-16,-2
PfHsp90 set2,9,5,-10,6,.,-15,.
OPRM1-OPRD1 inv,3,14,2,1,14,8,-22
phage Ecoli inh,-0.5,3.3,3.1,3.1,-2.4,-0.1,3.6
Ecoli viability,0.9,0.8,-0.8,-1.4,0.4,-1.2,.
Arrestin-AP2 inh,-18,3,-10,0,28,27,-1
Tat transport,4,4,-1,-7,-2,-4,3
MOR-DOR ag,-0.6,-2.4,-0.3,-0.2,-2.8,-1.7,4.3
AddAB inh,0.3,0.0,1.8,2.0,-1.7,-1.2,.
